Compound activity from PubChem BioAssay.
ATXN viability = cell viability loss in ATXN counter-screen; Potency, µM (series often up to 56.7 µM), usual class: cytotoxic; 400,000 tested, 0.49% active; AID 651635; S2 cells (HEK-293 line with an ATXN2-luciferase reporter) viability, CellTiter-Fluor protease fluorescence, 24 h; also: potency is read from the fitted curve at half-maximal effect; nearly all actives have a fitted effect of over 40% in size
TGFb SMAD3 inh = blocks TGF-b signaling. HepG2 CAGA-GFP TGF-b/SMAD3 reporter, GFP fluorescence, 18 h; TGF-beta stimulated, 500 pg/mL final. Potency, µM (titrated, usually from 46.1 µM), for inactives: at the highest dose activity, negative = inhibition, usual class: inhibitors. 410,000 tested, 1.2% active; also: potency is read from the fitted curve at half-maximal effect; % is scaled to controls: 0 for no effect and ±100 for the full control effect; nearly all actives have a fitted effect of over 65% in size
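Per well, imaged GFP fluorescence of HEPG2 CAGA-GFP cells gives the signal; cells get compound, then TGF-beta (500 pg/mL final), 18 h at 37 degrees C; %Activity versus -TGF-beta and +DMSO controls.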
Nrf2 ARE act = Nrf2 pathway activation | AREc32 ARE-luciferase reporter (MCF7-derived line), luminescence, 24 h | Potency, µM (series often up to 46.1 µM), for the others: top-dose activation, hits mostly activators | 410,000 tested, 0.31% active | AID 624171; also: potency is read from the fitted curve at half-maximal effect; % of control where 0% means no effect; nearly all actives have a fitted effect of over 65% in size
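AREc32 cells carrying an ARE-driven firefly luciferase reporter were seeded at 1000 cells/well in OPTI-MEM with 5% FBS, then exposed to compound for 24 hr at 37 deg C. Luminescence was read with Steady-Glo after 30 min at RT.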
A549 tox = counter-screen for Nrf2 inhibitors: cytotoxicity in A549 cells; 390,000 tested, 0.16% active; A549 ARE-Fluc cells, CellTiter-Fluor viability, 18-24 h; Potency, µM (highest dose often 46 µM), for the others: at the highest dose activity change, negative = cytotoxicity, usual class: inhibitors; AID 504648; also: potency is read from the fitted curve at half-maximal effect; % is scaled to controls: 0 for no effect and ±100 for the full control effect
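Cytotoxicity counterscreen: CellTiter-Fluor fluorescence was measured in A549 ARE_Fluc cells after 18-24 h of compound exposure in a concentration series. The subsequent BugLite luminescent read reports ARE-luciferase activity.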
Akt phos inh = blocks phosphorylation of Akt; Neuro2A IGF-stimulated pAkt S473 HTRF, 20 min; stronger effect = lower value; activity change, % for hits at 50 µM; 360,000 tested, 0.32% active; in the data active = activity change below about -80%; inconclusive = mostly about -51% to -80%; also: % is scaled to controls: 0 for no effect and ±100 for the full control effect
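Neuro2A cells (4,500/well, DMEM with 0.5% FBS) were treated with compound at a single 50 µM final concentration, stimulated with 6 nM IGF for 20 min at 37 °C, and lysed. Phospho-Akt Ser473 was read by HTRF as 665/615 ratio ×10^4.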
CCT modulator = changes cytosolic chaperonin activity. purified chaperonin ATPase assay, HTRF ADP detection, 30 min. activity change, % (no concentration beside the values), hits read low. 360,000 tested, 0.3% active; in the data active = activity change below about -30%; also: % is scaled to controls: 0 for no effect and ±100 for the full control effect
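We incubate TRiC, 40 or 20 nM final, with library compounds at 76 uM and 10 uM ATP for 30 min at 37 °C. ADP formed is detected with Transcreener HTRF reagents after 30 min at room temperature.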
Mm-Cpn inhibitor = inhibitors of Methanococcus maripaludis chaperonin (MmCpn); 330,000 tested, 0.031% active; purified Mm-Cpn ATPase, ADP Transcreener TR-FRET; Potency, µM (series often up to 76.9 µM), for the others: at the highest dose activity, negative = inhibition, hits mostly inhibitors; also: potency is read from the fitted curve at half-maximal effect; % is scaled to controls: 0 for no effect and ±100 for the full control effect; nearly all actives have a fitted effect of over 80% in size
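Compound-treated chaperonin, 25 nM final, turns over 10 uM ATP at 37°C for 30 min following a 10 min preincubation; ADP generated competes with ADP-d2 for Eu-cryptate antibody, lowering FRET.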
Nrf2 block = inhibitors of Nrf2 signaling | A549 ARE-Fluc reporter, luciferase luminescence, 18-24 h | Potency, µM (top dose mostly 46 µM), for inactives: at the top dose activity change, negative = inhibition, hits mostly inhibitors | 360,000 tested, 2.1% active | AID 504444; also: potency is read from the fitted curve at half-maximal effect; % is scaled to controls: 0 for no effect and ±100 for the full control effect; nearly all actives have a fitted effect of over 60% in size
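Quantitative HTS in A549 cells stably bearing an antioxidant response element-firefly luciferase construct. Inhibition of Nrf2-driven transcription was scored by luminescence after 18-24 h of compound exposure at 37 °C.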
HepG2 tox = kills HepG2 cells in TGF-b inhibitor counter-screen | HepG2 CAGA-GFP viability, ATP luminescence, 18 h | Potency, µM (doses to about 46.1 µM), without a hit: top-dose activity change, negative = cytotoxicity, most hits filed as cytotoxic | 410,000 tested, 0.76% active | AID 588856; also: potency is read from the fitted curve at half-maximal effect; some results filed as inactive show a strong effect at the top dose
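CellTiter-Glo luminescence gave cytotoxicity after 18 hours at 37 degrees C. The cells were HepG2 CAGA-GFP in 1% FBS DMEM, stimulated with 500 pg/mL TGF-beta after compound addition. %Activity was normalised to no-cell wells (complete cell-killing) and DMSO (no toxicity), and curves were fitted and classified.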
Active calls of the source: *; i = inactive; u = inconclusive; x = not tested or not shown; & = joins results of further samples; [ ] = remark or other dose. Unless noted, calls follow the shape of the dose curve; as a rule, active = well fitted curve in the direction sought with a large enough effect; inconclusive = small, poorly fitted or top-dose-only effect, or another doubt; inactive = no such curve, though single readings can be large; an effect the other way counts as inactive or inconclusive.

#	Molecule	ATXN viability	TGFb SMAD3 inh	Nrf2 ARE act	A549 tox	Akt phos inh	CCT modulator	Mm-Cpn inhibitor	Nrf2 block	HepG2 tox
1	Cc1ccc(S(=O)(=O)Nc2nc(C)cc(NCCN)n2)cc1	i	2.4%	-0.6%	-10.5%	i	-0.2	0.1%	-14.0%	-25.1%
2	COc1ccc(N(CC(=O)N2CCc3ccccc32)S(=O)(=O)c2c(C)nn(C)c2C)cc1	i	-7.4%	0.2%	2.6%	i	-0.4	0.5%	3.5%	-4.6%
3	c1ccc(-n2cnc3ccccc32)cc1	i	-23.3%	0.1%	0.0%	i	0.5	2.4%	0.0%	2.4%
4	CCOc1cc(/C=N/n2cnnc2)ccc1O	i	-27.4%	2.6%	6.2%	i	-0.4	0.8%	2.8%	-1.7%
5	COc1ccccc1C(=O)NCC(=O)n1nc(C)cc1C	i	-3.6%	-0.5%	-10.5%	i	0.7	-0.1%	-23.1%	-1.7%
6	N#Cc1ccc(OCC(=O)OCC(=O)c2ccc[nH]2)cc1	i	-3.7%	-0.7%	2.1%	i	-0.8	-2.8%	-8.8%	2.3%
7	CCCN(CC(=O)Nc1ccccc1OC)C(=O)c1cc2ccccc2o1	i	23.2%	5.3%	8.5%	i	0.1	-4.8%	-20.3%	10.5%
8	O=C(CSc1ncnc2c1oc1ccccc12)N1CCN(c2ccccc2)CC1	x	-3.8%	-0.2%	-3.3%	x	-0.1	x	3.4%	-13.9%
9	COc1cccc(C(=O)c2c[nH]c(C(=O)NCCCN3CCOCC3)c2)c1	i	-0.7%	0.4%	-0.3%	i	-8.7	-2.3%	6.4%	1.7%
10	CCc1nc2c(c(=O)[nH]1)C(CC)(CC)Cc1ccccc1-2	i	12.4%	1.9%	7.0%	i	-1.3	0.1%	6.5%	3.4%
11	CCN1CCC[C@H]1CNCCCn1cnc2c(SC)ncnc21	i	u	0.6%	x	i	-0.5	x	x	-44.4%
12	CCCCOc1ccc(C(=O)NCC(=O)NCCOc2ccccc2)cc1	i	-0.6%	0.6%	-1.3%	i	0.2	2.4%	11.5%	2.9%
13	COc1ccccc1-n1c(C)nc2cc(C(=O)O)ccc21	i	-14.6%	-0.8%	7.2%	i	-2.6	1.3%	4.9%	-14.8%
14	CCc1noc(C)c1C(=O)N1CCSC1=Nc1cccc(Cl)c1C	i	u	2.7%	8.5%	i	-9.5	0.6%	u	3.7%
15	OCCN=C(c1ccccc1)C12CN3CN(CN(C3)C1)C2	u	-3.2%	2.8%	0.9%	i	-1.3	-0.9%	5.3%	1.5%
16	Nc1ccc2c(c1)C(=O)N(c1ccc3ccccc3c1)C2=O	x	-4.3%	x	u	x	x	x	u	-15.4%
17	COCCNC(=O)C(=O)N/N=C(\C)CC(=O)Nc1cccc(C(F)(F)F)c1	i	-11.4%	4.2%	-14.5%	i	-1.2	-3.5%	-3.5%	0.9%
18	Cc1ccc(C)c(NCC(=O)c2ccc(Cl)cc2)c1	i	0.1%	0.2%[9.22 µM]	4.0%	i	2.1	-0.5%	-10.1%	-4.3%
19	O=C(NCCc1ccc(Cl)cc1)c1cnc2sc(N3CCCC3)nn2c1=O	x	-3.9%	0.7%	-13.0%	x	x	x	-26.4%	-9.3%
20	O=C(COc1ccc([N+](=O)[O-])cc1)NC(=O)NC1CCS(=O)(=O)C1 (stereo unspecified)	i	-4.1%	-0.4%	-2.1%	i	-1.1	0.3%	5.7%	-33.7%
21	O=C(NNS(=O)(=O)c1ccccc1)C1CCN(S(=O)(=O)c2ccccc2)CC1	u	12.4%	-0.2%	-4.2%	i	-2.0	-1.0%	-6.3%	-2.0%
22	CC(/C=N/Nc1ncc(C)c(=O)[nH]1)=C\c1ccccc1	i	-0.7%	4.1%	-1.1%	i	-2.5	0.9%	10.2%	7.1%
23	CCOC(=O)C(C)n1cnc2c(nnn2Cc2ccc(Cl)cc2)c1=O (stereo unspecified)	i	-20.2%	0.1%	16.6%	i	-0.2	0.3%	-3.6%	4.4%
24	CN(/C=C/C(=C/C=[N+](C)c1ccccc1)OCCCS(=O)(=O)[O-])c1ccccc1	i	3.4%	-0.6%	0.6%	i	-0.9	-1.3%	7.2%	-9.7%
25	CCOC(=O)c1cccc(NC(=O)C2CCN(c3ncnc4c3nc3n4CCCCC3)CC2)c1	u	3.1%	-0.7%	-4.6%	i	1.4	-0.5%	u	3.6%
26	COc1ccccc1N1CCN(Cc2cc(COC(C)C)c3cccnc3c2O)CC1	x	2.24µM*	-1.7%	-2.5%	x	x	x	u	2.82µM*
27	COc1ccc(CCNS(=O)(=O)c2ccc3c(c2)OCCO3)cc1	i	-4.5%	-0.6%	-3.2%	i	-4.1	2.0%	-9.2%	-28.1%
28	CCOc1ccccc1NC(=O)C1C2C=CC(C2)C1C(=O)O (stereo unspecified)	i	-21.8%	2.4%	-1.0%	i	-0.2	-22.2%	4.9%	6.8%
29	Cc1ccc(C)c(NC(=O)C2CCCN(c3ncnc4onc(C)c34)C2)c1 (stereo unspecified)	i	10.1%	0.3%	1.2%	x	x	x	-2.2%	-9.6%
30	CCOc1cccc(C2/C(=C(/O)c3ccc4c(c3)CC(C)O4)C(=O)C(=O)N2Cc2cccnc2)c1 (stereo unspecified)	i	-4.7%	0.2%	-6.3%	i	1.6	-4.3%	-3.3%	4.5%
31	CC1CCN(c2nnc(-c3cccs3)c3ccccc23)CC1	i	u	2.7%	-7.5%	i	-2.1	-1.6%	-11.2%	-4.3%
32	CC1C(=O)N2CCCc3cc(S(=O)(=O)Nc4ccc(Br)cc4F)cc1c32 (stereo unspecified)	x	-15.7%	3.3%	-2.4%	x	x	x	x	-1.6%
33	COc1ccc(NC(=O)CCc2nc3ccccc3s2)c(OC)c1	i	-13.4%	0.3%	0.1%	i	-4.5	0.5%	16.2%	-11.1%
34	N#Cc1ccccc1OCC(=O)NNC(=O)CNC(=O)c1cccc(Br)c1	i	2.3%	-1.1%	2.5%	i	-2.3	1.8%	4.3%	-7.2%
35	O=C(Cc1ccc(NC(=O)C2CCCN(C(=O)C3CC3)C2)cc1)Nc1cccc(C(=O)N2CCCCC2)c1 (stereo unspecified)	i	0.2%	0.3%	1.1%	i	0.1	x	0.3%	0.0%
36	CCOC(=O)c1ccc(NC(=O)Nc2ccc(Cl)cn2)cc1	i	-0.5%	0.2%	2.7%	i	0.6	-1.2%	3.0%	-0.4%
37	N#C/C(=C\c1cn(CCOc2ccccc2)c2ccccc12)C(=O)NCC1CCCO1 (stereo unspecified)	i	u	2.0%	-0.8%	i	-3.6	0.4%	-20.8%	-16.0%
38	CCN(CCCNC(=O)CN(C)S(=O)(=O)c1cccc2nsnc12)c1cccc(C)c1	i	-4.7%	-0.6%	-0.1%	i	0.0	-0.7%	-8.1%	-13.4%
39	Cc1cccc(C)c1OCCOC(=O)c1n[nH]c2ccccc12	i	u	-0.1%	-1.1%	i	-0.3	-4.9%	-12.3%	-48.3%
40	CCOc1ccc(NS(=O)(=O)c2cc(C(=O)NCCCN3CCOCC3)ccc2C)cc1	i	7.2%	-0.6%	-1.3%	i	-1.1	-1.0%	1.7%	-2.5%
41	CC1CCC(=O)N(CCC#N)CC1 (stereo unspecified)	i	u	0.5%	0.7%	i	-2.9	2.7%	-0.2%	1.3%&-16.1%
42	CC1(C)CC(NCc2ccncc2)CC(C)(C)N1	i	-0.9%	0.1%	1.5%	i	0.5	1.3%	u	-3.1%
43	CCOc1ccc(NC(=O)Cn2c(CCC(=O)O)ccc2-c2ccc(C)cc2)cc1	i	-6.2%	0.8%	-2.9%	x	x	x	4.4%	2.8%
44	O=[N+]([O-])c1cc(S(=O)(=O)N2CCCC2)ccc1NN=C1CCCC1	i	-8.6%	-0.8%	0.4%	i	1.1	1.6%	-4.6%	-2.6%
45	CCN(C(=O)c1cn(CC)c(=O)c2cc(OC)c(OC)cc12)c1ccccc1C	i	-1.5%	0.5%	-15.3%	i	-1.7	-2.0%	-17.4%	-0.3%
46	O=C(CCn1c(=O)c2cccn2c2ccc(F)cc21)NCc1cccc(F)c1	i	12.0%	-0.5%	1.8%	i	-0.6	0.6%	-9.1%	-4.9%
47	CN(C(=O)c1ccccc1)C1c2c(ccc3ccccc23)OCC1CO (stereo unspecified)	i	u	-0.8%	1.3%	i	-1.5	2.3%	-5.6%	-21.0%
48	Cc1ccc2cc(CCNC(=O)CCCc3ccccc3)c(=O)[nH]c2c1	i	-3.1%	-0.5%	-0.1%	x	1.5	0.1%	11.3%	-0.1%
49	Cc1cc(NS(=O)(=O)c2ccc(NC(=O)C(C(C)C)N3C(=O)c4ccccc4C3=O)cc2)nc(C)n1 (stereo unspecified)	i	2.6%	-0.9%	-3.7%	i	0.4	1.0%	6.6%	-2.8%
50	Cc1ccccc1NC(=O)[C@H](CSCc1ccccc1)N1Cc2ccccc2C1=O	u	-20.4%	3.8%	-10.4%	x	x	x	u	-36.0%
51	O=C(NC(=S)N1CCc2ccccc21)C1CCC1	i	u	3.1%	0.5%	i	-5.0	-0.1%	u	-4.3%
52	COc1ccc2c(c1)CCc1sc(NC(=O)c3ccc(Br)cc3)nc1-2	x	0.0%	3.6%	-10.2%	x	x	x	x	-22.4%
53	O=C(Nc1nccs1)c1cccc(NC(=O)C2CC2)c1	i	0.9%	-0.7%	0.0%	i	1.5	0.9%	-4.1%	-2.6%
54	COc1ccc(NC(=O)CCS(=O)(=O)c2ccc3c(c2)NC(=O)C(C)S3)cc1OC (stereo unspecified)	i	11.0%	0.1%	11.1%	i	-1.1	2.2%	10.5%	-10.5%
55	CC(=O)NC(CC(=O)NNC(=O)c1cc2ccccc2cc1O)c1ccccc1 (stereo unspecified)	i	-10.3%	-0.1%	-3.3%	i	-1.7	-3.0%	5.3%	-13.4%
